From PubChem
APJ agonist: agonists of human apelin receptor APJ, primary screen, CHO-K1 cells, PathHunter beta-arrestin, luminescence; P35414; 0% DMSO wells, 100% apelin; activation, % at 20 µM; 330,000 tested, 0.11% active; AID 2520, 2010;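 active = activation more than six SD over the plate average, tested at 20 µM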;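 note: 0% = DMSO alone and 100% = apelin-13 at 10 nM; some results filed as inactive read as strong as hits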
Target sequence (P35414 whole entry, looked up): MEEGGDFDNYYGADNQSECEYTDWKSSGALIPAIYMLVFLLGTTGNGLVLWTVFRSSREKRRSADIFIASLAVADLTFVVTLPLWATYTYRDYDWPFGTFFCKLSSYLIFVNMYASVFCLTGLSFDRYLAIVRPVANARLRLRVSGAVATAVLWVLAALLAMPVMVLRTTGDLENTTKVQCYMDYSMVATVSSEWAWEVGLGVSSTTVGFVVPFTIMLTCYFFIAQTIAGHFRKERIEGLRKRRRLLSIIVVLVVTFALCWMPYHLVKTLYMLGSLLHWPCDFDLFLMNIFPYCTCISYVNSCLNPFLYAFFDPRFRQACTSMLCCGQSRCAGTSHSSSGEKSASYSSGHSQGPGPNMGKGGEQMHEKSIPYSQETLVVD
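Test system: CHO-K1 APJ beta-arrestin complementation cell line | Compound: Single test compound dose, 20 µM final, 1% DMSO | Incubation: Compound 90 min 25 °C, reagent 1 h | Measured by: beta-gal luminescence | Read-out basis: APJ–arrestin association signal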
tim23-1 inh: growth inhibitors of tim23-1 mutant yeast, primary screen, luminescence, uHTS. S. cerevisiae tim23-1 growth, BacTiter-Glo luminescence, 24 h. inhibition, % at 20 µM. 330,000 tested, 1.3% active. AID 463212, 2010;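 active = growth inhibition of the mutant yeast at or above 50%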;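 note: temperature-sensitive mutant grown at 25 °C; plate controls were DMSO-treated mutant yeast for no effect and medium wells lacking yeast for full effect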
MPTP inh: mitochondrial permeability transition pore inhibitors, primary screen, biochemical, isolated mouse mitochondria, absorbance; Ca2+ swelling absorbance, 30 min; inhibition, % at 10 µM; 360,000 tested, 1.4% active; AID 602449, 2012;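 active = inhibition of 50% or more, scaled per plate between neutral and stimulator controls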;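 note: 0% = DMSO wells given calcium and 100% = 1 mM EGTA wells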
GRIN3A LBD mod: binders of NR3A ligand-binding domain, primary screen, biophysical, differential scanning fluorimetry, uHTS; Glutamate receptor ionotropic, NMDA 3A (GRIN3A) ligand-binding domain; NR3A LBD differential scanning fluorimetry, Tm shift; 0% = protein alone, 100% = glycine-bound protein; Tm shift relative to glycine control, % at 25 µM; 340,000 tested, 2.5% active;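 active = melting temperature shift of at least 10% of the positive control shift, at one fixed dose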
NLRP3 yeast inh: NALP3 inflammasome inhibitors in reconstituted yeast, primary screen, luminescence, uHTS | Yeast reconstituted NLRP3/ASC/caspase-1, beta-gal luminescence, 24 h | inhibition, % at 10 µM | 330,000 tested, 0.39% active | AID 2825, 2010;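 active = inhibition of 50% or more; inactive = inhibition below 50%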;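 note: plate controls were induced DMSO wells for no effect and uninduced yeast grown without galactose for full effect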
tim10-1 inh: growth inhibitors of tim10-1 mutant yeast, primary screen, luminescence, uHTS; S. cerevisiae tim10-1 ts strain growth, BacTiter-Glo, 24 h; inhibition, % at 20 µM; 330,000 tested, 2.2% active;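 active = inhibition of at least 40%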;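 note: mutant grown at 25 °C; 0% = DMSO wells with yeast and 100% = wells holding no yeast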
MIN6 prolif: inducers of MIN6 beta-cell proliferation, primary screen, ATP luminescence, uHTS. MIN6 cells proliferation, ATPlite luminescence, 48 h; cells starved in 0.2% serum; 100% = growth in 10% serum. proliferation, % at 10 µM. 330,000 tested, 0.29% active. AID 2380, 2010;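 active = compounds whose signal lies at least 3.5 SD above the mean of all wells on their plate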;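 note: 0% = DMSO-treated cells in low-serum medium and 100% = 10% serum control; some compounds called inactive have numbers as strong as hits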
TIM10 inh: growth inhibitors of isogenic TIM10 control yeast, primary screen, counter-screen for tim10-1 yeast inhibitor project, luminescence, uHTS; inhibition, % at 10 µM; 330,000 tested, 1.4% active; AID 463195, 2010; S. cerevisiae TIM10 strain growth, BacTiter-Glo luminescence, 24 h;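 active = inhibition of 40% or more at the single tested concentration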;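 note: wild-type TIM10 isogenic control strain grown at permissive 25 °C; 0% = DMSO yeast wells and 100% = minimal medium wells without yeast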
APJ antagonist: antagonists of human apelin receptor APJ, primary screen, CHO-K1 cells, beta-arrestin complementation, luminescence. P35414. inhibition, % at 20 µM. 330,000 tested, 0.32% active. AID 2521, 2010;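 active = inhibition above about 40% at 20 µM, limit read from the data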;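 note: cells challenged with 10 nM apelin-13 agonist together with compound; plate controls were apelin-13 plus DMSO wells for no effect and DMSO wells lacking apelin-13 for full effect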
Numbers without * were called inactive.

SMILES | APJ agonist | tim23-1 inh | MPTP inh | GRIN3A LBD mod | NLRP3 yeast inh | tim10-1 inh | MIN6 prolif | TIM10 inh | APJ antagonist
O=C(/C=C/c1ccco1)Nc1ccccc1N1CCCCC1 | -3 | 41 | 2.0 | -1 | -4 | 61* | 0 | 54* | 17
CCN1CCN(C(=O)Cn2nc(-c3ccc(Cl)cc3)ccc2=O)CC1 | -5 | 7 | 1.1 | 1 | 18 | 11 | -1 | -11 | -4
COc1ccc(CNC(=O)c2cc(C(=O)C3CC3)c[nH]2)cc1 | -1 | 9 | -0.1 | 1 | 9 | 0 | -2 | 0 | 1
COc1cc2nc(=S)n3[nH]c(CCn4c(C)nc5ccccc54)nc3c2cc1OC | 4 | 16 | -0.5 | 1 | 24 | 27 | 0 | 31 | 20
O=C(/C=C/c1cc([N+](=O)[O-])ccc1OC(F)F)NCc1ccc(Cl)cc1 | -1 | 19 | 2.2 | -6 | 30 | 8 | -5 | -9 | -1
O=C(OCC(=O)N1CCN(C(=O)c2ccco2)CC1)c1cncc(Br)c1 | -4 | 16 | -3.0 | 2 | 13 | 6 | -4 | 8 | -17
Cc1cc(OCC(=O)Nc2ccc(N3CCN(C(=O)c4ccco4)CC3)cc2)cc(C)c1Cl | 11 | -8 | 0.3 | -30 | 10 | 3 | -2 | -2 | -32
O=C(c1cc(C2CC2)nn1-c1ccccc1)N1CCN(c2ncc(C(F)(F)F)cc2Cl)CC1 | -3 | 12 | 0.6 | 2 | 20 | 6 | -7 | 5 | -65
O=C(NCc1ccc2c(c1)OCO2)c1cc2n(n1)C(C(F)(F)F)CC(c1ccc3c(c1)OCO3)N2 (stereo not given) | 2 | 13 | -1.1 | -1 | 15 | 16 | -3 | 9 | -17
COc1cc(NC(=O)c2ccc3c(c2)OCO3)ccc1NC(=O)c1cccs1 | -3 | -5 | -0.6 | 27* | 13 | -2 | 5 | 11 | 3
Cc1ccc(C(=O)CC(C(=O)O)n2cccn2)cc1 (stereo not given) | -2 | 18 | -0.8 | 0 | 11 | 14 | 0 | -1 | 1
CN(C)c1ccc(/C=C(\NC(=O)c2ccccc2)C(=O)NCCCN2CCOCC2)cc1 | 3 | 8 | -0.8 | 3 | -9 | 1 | 4 | -7 | -26
COC(=O)C(C)NC(=O)c1cn(-c2ccccc2OC)c(=O)c2ccccc12 (stereo not given) | -2 | 7 | -0.4 | -1 | 11 | -5 | 0 | -10 | 3
Cc1cccc(OCC(=O)O/N=C(\N)c2ccccn2)c1C | -1 | 24 | -4.0 | -1 | 27 | 35 | -3 | 21 | 15
Cc1ccc(S(=O)(=O)N(C)/C(=N/S(=O)(=O)c2ccccc2)c2ccccc2)cc1 | -3 | 33 | -1.3 | -2 | -2 | 27 | -1 | 34 | -4
CN1CCN(c2ccc(Cl)cc2NC(=O)c2cccc(S(=O)(=O)N(C)C)c2)CC1 | -4 | 3 | -1.1 | 1 | 14 | 5 | -3 | -2 | 9
CCc1ccc(C(=O)CC2(O)C(=O)N(CN3CCOCC3)c3ccccc32)cc1 (stereo not given) | 3 | 5 | -5.4 | -3 | 15 | -7 | 0 | 7 | 10
Nc1nc(Nc2ccc(Cl)cc2)n[nH]1 | 0 | -10 | -1.6 | 0 | 20 | -20 | -2 | -6 | -5
C=CCOc1cc(C)nc(-c2ccccc2O)n1 | 4 | 7 | 1.2 | 2 | -7 | 12 | 1 | 4 | 5
O=S(=O)(/C=C/c1ccccc1)N1CCN(c2cccc(Cl)c2)CC1 | -2 | -3 | 1.3 | 2 | 13 | 14 | -4 | 6 | 3
CCOC(=O)C1=CCN(Cc2ccccc2)CC1 | -4 | -3 | -0.7 | 0 | 3 | -22 | -3 | -6 | 13
COc1ccc(C2CC(c3ccccc3)=NN2S(=O)(=O)c2ccccc2)c(OC)c1 (stereo not given) | -4 | 17 | 0.5 | -1 | 8 | 8 | -1 | 20 | -13
CCCC1S/C(=N/N=C/c2cccs2)NC1=O (stereo not given) | -3 | 3 | -2.9 | 1 | 2 | 13 | 1 | 21 | 22
O=c1c(-c2n[nH]c(=S)o2)cccn1Cc1ccccc1 | -3 | 13 | -1.5 | 0 | 15 | 11 | 1 | 7 | 1
CC(=O)c1ccccc1NC(=O)CCCNC(=O)c1ccc(Cl)cc1 | 2 | 14 | 1.1 | -4 | 18 | -6 | -4 | 9 | 7

An excerpt of these results, as a markdown table.
| SMILES | APJ agonist | tim23-1 inh | MPTP inh | GRIN3A LBD mod | NLRP3 yeast inh | tim10-1 inh | MIN6 prolif | TIM10 inh | APJ antagonist |
| --- | --- | --- | --- | --- | --- | --- | --- | --- | --- |
| O=C(/C=C/c1ccco1)Nc1ccccc1N1CCCCC1 | -3 | 41 | 2.0 | -1 | -4 | 61* | 0 | 54* | 17 |
| CCN1CCN(C(=O)Cn2nc(-c3ccc(Cl)cc3)ccc2=O)CC1 | -5 | 7 | 1.1 | 1 | 18 | 11 | -1 | -11 | -4 |
| COc1ccc(CNC(=O)c2cc(C(=O)C3CC3)c[nH]2)cc1 | -1 | 9 | -0.1 | 1 | 9 | 0 | -2 | 0 | 1 |
| COc1cc2nc(=S)n3[nH]c(CCn4c(C)nc5ccccc54)nc3c2cc1OC | 4 | 16 | -0.5 | 1 | 24 | 27 | 0 | 31 | 20 |
| O=C(/C=C/c1cc([N+](=O)[O-])ccc1OC(F)F)NCc1ccc(Cl)cc1 | -1 | 19 | 2.2 | -6 | 30 | 8 | -5 | -9 | -1 |
| O=C(OCC(=O)N1CCN(C(=O)c2ccco2)CC1)c1cncc(Br)c1 | -4 | 16 | -3.0 | 2 | 13 | 6 | -4 | 8 | -17 |
| Cc1cc(OCC(=O)Nc2ccc(N3CCN(C(=O)c4ccco4)CC3)cc2)cc(C)c1Cl | 11 | -8 | 0.3 | -30 | 10 | 3 | -2 | -2 | -32 |
| O=C(c1cc(C2CC2)nn1-c1ccccc1)N1CCN(c2ncc(C(F)(F)F)cc2Cl)CC1 | -3 | 12 | 0.6 | 2 | 20 | 6 | -7 | 5 | -65 |
| O=C(NCc1ccc2c(c1)OCO2)c1cc2n(n1)C(C(F)(F)F)CC(c1ccc3c(c1)OCO3)N2 (stereo not given) | 2 | 13 | -1.1 | -1 | 15 | 16 | -3 | 9 | -17 |
| COc1cc(NC(=O)c2ccc3c(c2)OCO3)ccc1NC(=O)c1cccs1 | -3 | -5 | -0.6 | 27* | 13 | -2 | 5 | 11 | 3 |

Next part:
SMILES | APJ agonist | tim23-1 inh | MPTP inh | GRIN3A LBD mod | NLRP3 yeast inh | tim10-1 inh | MIN6 prolif | TIM10 inh | APJ antagonist
CCCNC(=O)NC(=O)COC(=O)c1oc2ccc(OCC)cc2c1C | 1 | 10 | 1.1 | -2 | 24 | -3 | -1 | 4 | -20
O=C(O)C1CCN(C(=O)COc2ccc3c4c(c(=O)oc3c2)CCC4)CC1 | -2 | -3 | 0.2 | -1 | -3 | -5 | -1 | 14 | 22
Cn1c(=O)[nH]c2ccc([N+](=O)[O-])nc21 | 1 | 5 | 2.1 | -4 | 16 | 0 | 0 | -2 | -6
CN(C)CC(O)COc1ccc(C(C)(C)c2ccc(OCC(O)CN(C)C)cc2)cc1 (stereo not given) | 0 | -8 | 19 | 1 | 7 | 4 | -4 | 6 | -3
CC1CN(C(=O)c2ccc3c(c2)OCO3)CC(C)O1 (stereo not given) | -1 | 0 | 0.2 | -2 | -15 | 15 | 0 | -7 | 25
CCOC(=O)CSc1nc2ccccc2c(=O)n1Cc1ccco1 | -4 | 37 | 2.9 | 0 | 8 | 11 | 0 | 12 | 22
Cc1cc([N+](=O)[O-])nn1CC(=O)NCc1ccco1 | -2 | 13 | 0.6 | 0 | -7 | 25 | -2 | -1 | 11
COc1ccc(C(=O)Nc2cc(C)nc3ccccc23)cc1OC | 19 | 23 | 1.2 | -1 | 22 | 10 | -3 | -3 | -9
CN(C)/C=C1\C(=O)NN=C1C(F)(F)F | -4 | 10 | -0.1 | -4 | 7 | 4 | -2 | -12 | 13
Cc1ccc(CNC(=O)c2sccc2-n2cccc2)cc1 | -2 | -19 | 1.7 | 0 | 43 | -1 | 7 | 12 | 14
CCOc1ccccc1N1CCN(C(=O)c2cc[n+]([O-])cc2)CC1 | -7 | 8 | -0.7 | 2 | -5 | 6 | -1 | -4 | 0
O=C1Oc2ccccc2C2(O)C3CCCCCC3C12 (stereo not given) | -1 | 5 | 0.1 | -1 | -6 | 7 | -1 | 13 | 5
c1ccc(N2CCN(c3nc4ccccc4n4cnnc34)CC2)cc1 | -1 | 26 | 0.7 | 0 | 33 | 29 | 2 | -19 | -20
CN(C)C(=O)OCC1COc2ccccc2O1 (stereo not given) | -3 | 0 | 0.6 | -1 | 17 | 9 | -2 | -13 | -10
c1ccc(OCCOc2cccc3cccnc23)cc1 | 1 | 16 | -1.0 | 2 | 22 | 13 | 0 | -10 | -15
CCOC(=O)c1cnc2c(Cl)c(Cl)ccc2c1NCCN1CCOCC1 | -2 | 28 | 2.6 | -3 | 12 | 27 | -6 | 16 | -3
COCCSc1nc(N)c2c3c(sc2n1)CN(C)CC3 | -3 | 12 | 0.9 | 0 | 17 | 5 | -3 | 14 | -3
O/N=C/c1ccccc1Oc1ccc(Cl)cc1 | -3 | 11 | 0.0 | -1 | -15 | -65 | 1 | -26 | -1
Cc1c(Cl)cccc1NC(=S)N(CCCN1CCOCC1)Cc1cccs1 | 0 | 21 | -0.6 | 17* | -6 | 24 | 4 | 21 | -7
CCCCOc1ccc(N(CC(=O)NC2CCCC2)C(=O)CCC(=O)Nc2ccccn2)cc1 | -1 | -15 | -2.7 | -2 | 11 | -7 | -1 | -3 | 12
CSc1nnc(-c2cnccn2)n1CCCN1CCCC1=O | -2 | 8 | 9.9 | -3 | 10 | -12 | -2 | 1 | 20
Cc1nnc(-c2cnn(C)c2N)n1Cc1cccc(Cl)c1 | -2 | 11 | -2.5 | 0 | 5 | 19 | -1 | 10 | 5
COc1cc(OC)cc(C(=O)NCC(=O)OCc2csc(-c3ccccc3)n2)c1 | -2 | 37 | -4.3 | -5 | 10 | 12 | -4 | 7 | -2
CCCn1c(=O)c(C(=O)NNC(=O)c2cccc([N+](=O)[O-])c2)c(O)c2ccccc21 | 7 | 19 | -0.3 | -1 | 11 | -2 | -6 | -7 | -27
COc1cc(S(=O)(=O)Nc2cccc(C)c2)ccc1NC(=O)c1cccnc1 | -3 | 6 | 2.1 | -2 | -10 | 11 | 3 | -9 | -19
Cc1ccc(Cn2nc3c4cc(F)ccc4n(Cc4ccc(F)cc4)cc-3c2=O)cc1 | -5 | -5 | -0.1 | -2 | 10 | -1 | -4 | -3 | 9
O=C(c1ccc(N2C(=O)C3CCCCC3C2=O)cc1)N1CCCCC1 (stereo not given) | 0 | 9 | -1.5 | 6 | 8 | 4 | 0 | 11 | -11
